# Screens deposited in PubChem by ICCB-Longwood Screening Facility, Harvard Medical School.
# Polio RdRp inh: poliovirus RdRp elongation inhibitors, primary screen, biochemical, fluorescence polarization, total intensity | poliovirus polymerase elongation; hits give low values | % elongation, % (compound at 16.7 µg/mL) | 150,000 tested, 0.66% active; in the data active = % elongation below about 90%; note: some results filed as inactive read as strong as hits
# Target sequence (P03300 1749-2209 limits assumed): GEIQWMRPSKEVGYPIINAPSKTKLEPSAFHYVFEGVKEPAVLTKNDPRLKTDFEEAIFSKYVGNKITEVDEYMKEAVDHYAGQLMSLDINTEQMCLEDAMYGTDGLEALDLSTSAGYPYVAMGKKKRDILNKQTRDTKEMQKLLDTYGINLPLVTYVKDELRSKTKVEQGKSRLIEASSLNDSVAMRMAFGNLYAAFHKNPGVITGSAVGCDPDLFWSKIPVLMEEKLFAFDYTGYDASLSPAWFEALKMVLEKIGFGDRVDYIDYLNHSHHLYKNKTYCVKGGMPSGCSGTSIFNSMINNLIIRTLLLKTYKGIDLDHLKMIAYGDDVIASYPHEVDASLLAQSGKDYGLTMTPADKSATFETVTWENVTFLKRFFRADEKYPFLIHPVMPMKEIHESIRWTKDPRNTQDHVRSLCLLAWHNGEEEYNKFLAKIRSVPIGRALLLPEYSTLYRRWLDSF
# Polio RdRp inh FP z-score: further read-out of Polio RdRp inh, marked with its call; z-score; measured here: FP z-score; hits read low
# Numbers without * were called inactive; & = joins results of further samples. A portion of the library; the hit share may differ from the screen's.
# Preview (4 entries):
SMILES,Polio RdRp inh,Polio RdRp inh FP z-score
CCC(C)(C)n1nnnc1C(c1ccc(Cl)cc1)N1CCN(c2nc3ccccc3s2)CC1 (centres undefined),103,0.5
CCc1ccc2c(c1)c1nnc(SCC(=O)c3ccc(OC)cc3)nc1n2C,101,-0.2
O=C(c1c[nH]c2ccccc2c1=O)N(Cc1ccccc1)Cc1ccccc1,102,-0.1
O=C(O)CCn1nc(-c2cccs2)oc1=O,105,0.5

# Results, from the start:
SMILES,Polio RdRp inh,Polio RdRp inh FP z-score
CCC(C)(C)n1nnnc1C(c1ccc(Cl)cc1)N1CCN(c2nc3ccccc3s2)CC1 (centres undefined),103,0.5
CCc1ccc2c(c1)c1nnc(SCC(=O)c3ccc(OC)cc3)nc1n2C,101,-0.2
O=C(c1c[nH]c2ccccc2c1=O)N(Cc1ccccc1)Cc1ccccc1,102,-0.1
O=C(O)CCn1nc(-c2cccs2)oc1=O,105,0.5
CCc1ccc(C2c3c(-c4ccccc4O)n[nH]c3C(=O)N2CCO)cc1 (centres undefined),102,0.1
C1=C(c2cc3ccccc3o2)SC2=NCCN12,98,-0.3
CCC(C)NC(=O)c1cc(Sc2cccc(Cl)c2)nc2ccccc12 (centres undefined),112,0.6
COc1ccc(N2CCN(Cc3nc4c(c(=O)[nH]c(=O)n4C)n3CC(C)C)CC2)cc1,101,-1
CCc1ccc(NC(=O)c2ccc(F)c(S(=O)(=O)NCC3COc4ccccc4O3)c2)cc1 (centres undefined),100,-0.9
COc1ccc(CCn2cc3c(c2-c2ccc(Br)cc2)c(=O)n(C)c(=O)n3C)cc1OC,97,-2.2
COc1ccccc1N1CCN(C(=O)c2cccc(Oc3ccccc3)c2)CC1,101,-0.3
CC(CCc1ccccc1)NC(=O)Cn1c(=O)nc(-c2ccccc2)c2ccccc21 (centres undefined),105,0
CCCN(CCC)C(=O)Cn1c(SCc2cccc(Cl)c2)nc2ccncc21,104,0.4
CC(C)OCC(O)Cn1c2ccccc2c2ccccc21 (centres undefined),100,-0.6
COc1ccc(NC(=O)CN2C(=O)C(c3ccc(C(C)(C)C)cc3)=NC2(C)C)cc1Cl,113,1.3
CN(C)S(=O)(=O)c1cccc(CN2C(=O)NC(CCc3ccccc3)C2=O)c1 (centres undefined),105,0.4
Cc1ccc(S(=O)(=O)CCN2CCC(C(F)(F)F)CC2)cc1,104,0.1
O=C(NCc1cccnc1)C1CC(c2ccccc2F)=NO1 (centres undefined),100,0.1
COC(=O)COc1cccc(NC(=O)c2ccccc2F)c1,100,0
COC(=O)c1cccc(NC(=O)C2CCN(S(=O)(=O)Cc3ccccc3)CC2)c1C,111,0.8
CCCCn1c(-c2ccco2)nc2ccccc2c1=O,101,-0.1
CCOC(=O)c1c(C)n(S(=O)(=O)c2ccc(C)cc2C)c2ccc(NS(=O)(=O)c3ccc(C)cc3C)cc12,101,-0.4
Nc1ccc(S(=O)(=O)NC2=NCCC2)cc1,99,-0.1
O=C(NCC1COc2ccccc2O1)c1cn(Cc2ccc(F)cc2)nn1 (centres undefined),101,-0.1
COC(CNC(=O)c1ccc(CS(=O)(=O)Cc2ccc(Cl)cc2)o1)OC,101,-0.1
Cc1cc(C)cc(OCCCCn2cncn2)c1,101,0
CCOc1ccccc1NC(=O)Cn1c(=O)n(CCCC(=O)NCCc2ccc(C)cc2)c(=O)c2ccccc21,107,0.5
CCCN1c2cccc3cccc(c23)S1(=O)=O,101,0.1
O=C(CSc1nnc(Cc2cccs2)n1Cc1ccco1)Nc1ccc(Br)cc1,101,0.5
O=C(NCc1ccc(F)cc1)C(=O)NCC(c1ccc2c(c1)OCO2)N1CCOCC1 (centres undefined),101,-1.4
CCOC(=O)c1ccc(NC(=O)Nc2cc3c(cc2N2CCCCC2)n(CC)c(=O)n3CC)cc1,105,-1.9
CCCCOC(=O)c1ccc(NC(=O)Cc2coc3ccc(C(C)C)cc23)cc1,118,0.2
CC(C)(CC(=O)O)CC(=O)N1CCCN(c2nccc(C(F)(F)F)n2)CC1,103,0.5
COC(=O)C(C)Sc1ncnc2sc(C)c(C)c12 (centres undefined),101,-0.3
CCc1ccc(/C=C2\C(=N)N3N=C(N4CCCC4)SC3=NC2=O)cc1,102,0
COc1ccc(Br)cc1CNC(=O)c1oc2ccc3c(c2c1C)C(=O)CC(C)(C)O3,99,-1.4
COc1cc(OC)c(NC(=O)Cn2c(SCc3ccccc3F)nc3cccnc32)cc1Cl,109,-0.1
CC1CCC(NC(=O)c2cc3c(s2)CSC3)CC1 (centres undefined),99,-0.3
CSc1ccccc1CNC(=O)NC12CC3CC(CC(C3)C1)C2,105,0.2
CC(=O)OC1(Cc2ccccc2)CN2CCC1c1ccccc12 (centres undefined),102,0.1
CN(C)CCNCc1cc2c(-c3cccc(F)c3)nn(-c3ccccc3)c2[nH]c1=O,102,-0.1
CC(C)(C)OC(=O)Cn1ccc(=O)[nH]c1=O,100,-0.4
O=C(O)COc1ccc(Nc2ccccc2)cc1,101,-0.1
O=C(NCc1ccc2c(c1)CCN2C(=O)c1ccc(Cl)cc1)c1ccco1,103,-0.8
CN(C)CCNC(=O)c1ccc2c(c1)N(Cc1ccccc1)C(=O)c1ccccc1S2(=O)=O,108,0.9
C=C(C)Cn1c(CCn2c3ccccc3c3ccccc32)nnc1SCC(=O)OC,103,1.2
Cc1ccc2nc(NC(=O)c3nc(SCc4ccccc4F)ncc3Cl)sc2c1,101,-0.9
COc1ccc(-c2noc(CNC(=O)CC(C)(C)C)n2)cc1,101,0
Cn1nnnc1SCc1ccc(C(=O)Nc2ccc(Br)cc2)cc1,101,0.2
COc1ccc(C2CC(=O)Nc3c2c(C)nn3-c2nncc(-c3ccccc3)n2)c(OC)c1OC (centres undefined),108,0.2
CSc1cccc2c(SC)cccc12,111,0.8
Cc1occc1C(=O)N/N=C/C=C/c1ccccc1,102,0
CS(=O)(=O)c1cc2cc(Cl)ccc2oc1=O,104,-0.1
CCc1cc(=O)oc2cc(O)cc(O)c12,98,-1.2
COc1nc(NCCc2ccc(OC)c(OC)c2)nc(Nc2ccc(Cl)cc2)n1,102,0.1
O=C(Nc1ccc(Cl)cc1)C(NS(=O)(=O)c1cccs1)c1ccccc1 (centres undefined),102,-0.2
CCN1CCN(C(c2ccc(C)cc2)c2c(O)cc(C)n(Cc3ccco3)c2=O)CC1 (centres undefined),108,-0.1
COc1ccc(CNC(=O)c2cc3cc(OC)ccc3oc2=O)cc1,99,-0.8
O=C(NO)c1cc(-c2ccccc2)nn1-c1ccccc1,98,-1.7
COc1ccc(SCC(=O)c2ccc(O)cc2O)cc1,100,-0.3

# Two compounds picked at random from the list so far, as already listed:
SMILES,Polio RdRp inh,Polio RdRp inh FP z-score
Cc1occc1C(=O)N/N=C/C=C/c1ccccc1,102,0
COc1ccc(SCC(=O)c2ccc(O)cc2O)cc1,100,-0.3

# Remaining list, next part
SMILES,Polio RdRp inh,Polio RdRp inh FP z-score
Cc1ccc(C(=O)NCCn2cccc2)cc1,102,0
N#CC1=C(N)NC(SCC(N)=O)=C(C#N)C1c1ccccc1Cl (centres undefined),101,-0.2
Nc1c(C(=O)NCc2ccccc2)nnn1Cc1ccccc1,99,-0.8
O=C(COc1ccccc1)OCc1cc(=O)n2nc(C3CC3)sc2n1,109,0.6
CC1=C(C#N)C(=O)NC(=O)/C1=C/c1ccc(-c2cccc(C(=O)O)c2)o1,102,0.1
CC(C)(C)c1ccccc1OCCCCCn1ccnc1,92,-1.3
Cc1ccc(-c2cc(C(=O)NCCN(C)C)c3cc(Br)ccc3n2)o1,102,0.8
O=c1ccnc(SCc2ccc(Cl)cc2)[nH]1,101&102,-1&0.7
O=C(O)CCCCn1c(SCC(=O)Nc2ccccc2C(F)(F)F)nc2ccsc2c1=O,103,-0.6
CC(C)CCOc1ccc(Oc2nc(N(C)C)nc(N(C)C)n2)nn1,101,-1.2
CCOC(=O)c1nnn(-c2nonc2N)c1-c1ccccc1,101,-0.3
C=CCn1c(C)cc(C(=O)CN2C(=O)NC(CCSC)C2=O)c1C (centres undefined),105,0.1
COc1ccccc1NC(=O)[C@H](Cc1ccccc1)N1Cc2ccccc2C1=O,103,0.6
CC(C)(C)OC(=O)N1CCN(C(=O)OC(C)(C)C)CC1,102,0.1
CC(C)(C)OC(=O)/C(C#N)=C/C1CCCCC1,100,-0.1

# A draw from above in order of length of the SMILES, ascending.
SMILES,Polio RdRp inh,Polio RdRp inh FP z-score
CC(C)(C)OC(=O)/C(C#N)=C/C1CCCCC1,100,-0.1
CCOC(=O)c1nnn(-c2nonc2N)c1-c1ccccc1,101,-0.3
CC(C)(C)OC(=O)N1CCN(C(=O)OC(C)(C)C)CC1,102,0.1
CC(C)CCOc1ccc(Oc2nc(N(C)C)nc(N(C)C)n2)nn1,101,-1.2
C=CCn1c(C)cc(C(=O)CN2C(=O)NC(CCSC)C2=O)c1C (centres undefined),105,0.1
O=C(O)CCCCn1c(SCC(=O)Nc2ccccc2C(F)(F)F)nc2ccsc2c1=O,103,-0.6
CC1=C(C#N)C(=O)NC(=O)/C1=C/c1ccc(-c2cccc(C(=O)O)c2)o1,102,0.1

# The list continues.
SMILES,Polio RdRp inh,Polio RdRp inh FP z-score
C=CCOc1nnc(OCC=C)c2ccccc12,102,0
O=C(NC1(C(F)(F)F)C(=O)Nc2c1c(=O)[nH]c(=O)n2-c1ccc(F)cc1)c1ccccc1 (centres undefined),106,0.3
COc1ccc(C(=O)NCC(c2ccc3c(c2)OCO3)N2CCN(C)CC2)cc1OC (centres undefined),124,4
Cc1cc(C)c(S(=O)(=O)N2CCN(C(=O)C3CC3)CC2)c(C)c1,97,-0.4
CCOc1ccc(-n2c(SCc3nc(N)nc(N)n3)nc3ccccc32)cc1,103,-0.1
CCc1ccccc1NC(=O)CN1C(=O)c2cccnc2Sc2ccccc21,96,-2.3
Cc1nc(C(F)(F)F)ccc1C(=O)N1CCSCC1,104,0.8
COC(=O)c1c(NC(=S)NC(=O)c2ccccc2)sc2c1CCCC2,99,-0.4
CCCNC(=O)c1cc(CC(C)C)on1,102,0.6
C(=N\n1cnnc1)/c1cccc(/C=N/n2cnnc2)c1,102,0.6
CCNS(=O)(=O)c1cc(-c2nnc(OC)c3ccccc23)ccc1C,102,0.1
CN(C)C(=O)C[n+]1cccc(/C=N/O)c1,101,-0.2
CC(C)(C)C(=O)Nc1ccc2nn(-c3ccccc3)nc2c1,102,0.2
CCCCNC(=O)CSc1nc2n[nH]c(C)c2c(=N)n1-c1cccc(Cl)c1C,99,-0.7
CC1CCCCN1CCNc1ccc2nnc(-c3ccc(F)cc3)n2n1 (centres undefined),102,0.1
COc1ccc(Nc2nc(NCCCC(C)C)nc(OC)n2)c(OC)c1,99,-0.8
CSC1=NCCN1C(=O)C12CC3CC(CC(C3)C1)C2,99,-1
CCc1nn(CC(=O)O)c(=O)c2cc3ccccc3n12,103,0.4
Cc1ccc(CNC(=O)c2ccc(CSCc3ccc(Cl)cc3)o2)cc1,113,0.5
c1ccc2c(c1)CCN(Cc1ccsc1)C2,100,0.2
O=C(NCC(c1ccco1)S(=O)(=O)c1ccc(Cl)cc1)c1ccc(C(F)(F)F)cc1 (centres undefined),102,-1.2
c1ccc(-c2onc3ccc(-n4cccc4C4OCCO4)cc23)cc1,101,-0.1
O=C(c1ccc(Cl)cc1)C(O)c1c[nH]c2ccccc12 (centres undefined),104,0.3
COc1ccc(N2CCN(c3c4c(nc5nncn35)CCC4)CC2)cc1,108,0
CC(=O)NC(Cc1c[nH]c2ccccc12)C(=O)N1CCN(S(=O)(=O)c2ccccc2)CC1 (centres undefined),102,-0.3
CCOC(=O)C1CCC(CNC(=O)NC(c2ccccc2)c2nnc(-c3ccccc3)o2)CC1 (centres undefined),102,0.5
Cc1ccc(N(C)C(=O)CN2C(=O)CCc3cc(S(=O)(=O)N4CCOCC4)ccc32)cc1,102,-0.9
COc1ccc(NS(=O)(=O)c2cccc(-c3nnc4n3CCCCC4)c2)cc1,103,0.1
Cc1c(C)c2ccc(OC(=O)c3cccs3)cc2oc1=O,97,-0.9
CCOc1cccc(OCC)c2c(C)[n+](C)c(C)c1-2,97,-0.9
Cc1cccc(NC(=O)c2cc3c(=O)n4cccc(C)c4nc3s2)c1C,102,-0.7
O=C(c1cn(-c2ccccc2)nc1-c1cccs1)N1CCN(c2ccccc2)CC1,106,0.5
COc1ccc(Cn2ccnc2SCC(=O)Nc2ccc(C)cc2C)cc1,110,0.7
COCCN1C(=O)c2ccccc2C(C(=O)NCC2CCCO2)C1c1cccs1 (centres undefined),105,0.5
CC1CCCC(C)N1C(=O)COC(=O)c1ccc(S(=O)(=O)N2CCCC2)cc1 (centres undefined),98,-0.5
CCCCNC(=O)CCn1c(=O)c2cccn2c2cccnc21,111,0.8
CCOc1cc(CNC(=O)CSc2n[nH]c(-c3ccccc3)n2)cc(OCC)c1OCC,103,-1.1
COCCn1cnnc1SCC(=O)O,104,0.2
COC(=O)Cc1ccc(C#N)n1C,103,1
O=C(OCC(=O)N1CCN(S(=O)(=O)c2ccccc2)CC1)C1CCCCC1,105,0.2
CCN1C(=O)CC(NC2CCN(C(=O)c3cccs3)CC2)C1=O (centres undefined),101,-0.3
CC(C)(CO)N=Cc1c(O)[nH]c2ccccc12,100,0.1
c1ccc(-c2ccc3c4ccccc4cc-3o2)cc1,105,0.1
O=C(NC(=S)NC1CCSC1=O)c1ccco1 (centres undefined),100,-0.8
CC(C)NC(=O)COc1ccc(-c2ccccc2)cc1,102,-0.2
NS(=O)(=O)c1ccc(NC(=O)N2CCCCC2)cc1,102,0.1
Cc1ccc(-n2c(=O)c3cccnc3n2CC(=O)Nc2ccccc2C(F)(F)F)cc1C,110,0.2
CCc1c(C)nc2cc(-c3cc(OC)cc(OC)c3)nn2c1NCCCN(CC)CC,100,-0.3
CCOc1cc(/C=C2\COc3ccccc3C2=O)ccc1OCC(=O)N(C)C,98,-0.8
Cc1c(Cl)cccc1NC(=O)NCc1c(-n2cccc2)sc2c1CCCC2,105,-0.5
